From PubChem BioAssay
DENV2 CPE = DENV2-induced cell death inhibition; DENV2-infected cells, cytopathic effect rescue, plate reader; CPE inhibition, % at 9.99 µM; 350,000 tested, 1.7% active; AID 651640; in the data active = CPE inhibition above about 20%, passing the limit was not always enough; inconclusive = no clear call, values can overlap the other calls; tested in BHK-21 cells;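 also: 0% = median of neutral control wells and 100% = median of positive control wells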
INS-1E GSIS act = GLuc luminescence reporter in INS-1E cells, primary screen for activators of glucose-dependent secretion of insulin | INS-1E GLuc reporter insulin secretion, 2-3 h | activation, % at 16.6 µM | 370,000 tested, 0.61% active | AID 743287;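 active = lowest replicate activation of at least 40%, so every replicate reaches that level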;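 also: 0% = median of neutral control wells and 100% = median of IBMX positive control wells; some compounds called inactive have numbers as strong as hits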
FN deposit inh = fibronectin deposition inhibition; AH1F fibroblasts, Alexa488-fibronectin deposition fluorescence, overnight; inhibition, % at 12.6 µM; 350,000 tested, 0.086% active; AID 743247;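 active = mean inhibition across replicates of 30% or more, regardless of how many single replicates reach that level; inconclusive = mean under 30% yet at least half of replicates reach 30%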;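 also: positive control wells lacked labelled fibronectin entirely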
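Assay system: AH1F fibroblasts assembling fluorescent fibronectin matrix; Amount: 10000 AH1F cells per well; Buffer or medium: DMEM, 2% serum; Probe or stimulus: Alexa488-fibronectin, 24 nM final in well; Doses: single compound dose, delivered by pin transfer; Incubation: 1 h adhesion, overnight exposure; Measured by: fluorescence 485/525 nm; Read-out: fibronectin deposition inhibition.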
CFTR F508del cor = CFTR F508del correction in bronchial cells; CFBE cells, YFP halide quenching; stimulated with forskolin plus potentiator P3; % fluorescence drop versus neutral controls; 350,000 tested, 0.36% active; activity (quench increase), % at 7.58 µM;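 active = mean added fluorescence quench of at least 8% versus neutral control, with both replicates also reaching 8%; inconclusive = only one of the mean or replicate conditions met; inactive = mean below 8% and not both replicates reaching 8%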;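 also: cells transiently co-express mutant CFTR-F508del with the halide-sensitive YFP; corrector assay measuring rescue of mutant channel to the surface after 24 h compound exposure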
miR122 inh = miR-122 inhibition in Huh7 cells; Huh7 miR-122 Renilla luciferase sensor, 48 h; neutral wells = 0, positive control = 100; activation (reporter increase), % at 12.5 µM; 340,000 tested, 0.3% active;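 active = mean replicate activation score at least 90 and every replicate individually at or above 90; inconclusive = only one of the two criteria met; inactive = neither criterion met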;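 also: higher luciferase means less miR-122 activity so hits act as miR-122 inhibitors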
EWS-Fli block = EWS/Fli transcriptional activity inhibition; 350,000 tested, 0.67% active; inhibition, % at 12.6 µM; A673 NR0B1-luciferase reporter, viability-normalised; AID 651661;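 active = mean inhibition of at least 50% after viability correction, with every replicate also passing that limit; inconclusive = mean reaches 50% but only one of two replicates passes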;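 also: firefly luciferase signal divided by Alamar Blue viability fluorescence both relative to DMSO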
PAX8 inh HTS = inhibitors of PAX8 transcriptional activity in RMG-I cells | AID 652154 | 360,000 tested, 1.2% active | inhibition, % at 12.6 µM | RMG-I TPO-luciferase reporter, SteadyGlo, 24 h;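 active = mean replicate inhibition at least 60% with every replicate also reaching 60%; inconclusive = only one of the two criteria is met; inactive = mean below 60% and not all replicates reaching 60%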;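 also: luciferase light reporting Pax8 driven TPO promoter activity; plate controls were median of neutral control wells for no effect and mitoxantrone controls for full effect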
* marks the source's active call; other numbers are inactive results; ? = inconclusive; . = not tested or not shown; & = joins results of further samples; [ ] = remark or other dose.

1: CC(C)c1ccc(NC(=O)c2sccc2-n2cccc2)cc1
2: O=[N+]([O-])c1ccc(-c2ccc(/C=N/O)o2)cc1
3: CCc1nc2c(c(=O)c3ccccc3n2C)c(=O)n1C1CCCCCC1
4: O=C(NCCc1cn2ccsc2n1)c1cccs1
5: Cc1ccccc1C(=O)N1CCCC(CCC(=O)N2CCN(c3ccccn3)CC2)C1 (stereo not drawn)
6: COc1ccc(NC(=O)N2CCN(C(=O)Nc3ccc(OC)cc3)CC2)cc1
7: O=C(CCS(=O)(=O)c1ccccc1)Nc1nc2c(s1)CCCC2
8: CC(C)C#Cc1ccc2c(c1)O[C@H](CN(C)Cc1ccccc1)[C@@H](C)CN([C@H](C)CO)S2(=O)=O
screen / no.,1,2,3,4,5,6,7,8
DENV2 CPE,-4,-2,.,-7,1,-5,2,?
INS-1E GSIS act,-21,-11,16,9,0,5,-3,-11
FN deposit inh,11,-2,-2,-8,1,-3,5,-13
CFTR F508del cor,.,1.8,.,-1.6,-0.3,1.2,3.0,0.1
miR122 inh,.,-4,.,-2,-8,-7,0,46[16.7 µM]
EWS-Fli block,-7,-41,.,-4,1,3,-14,22
PAX8 inh HTS,-81,-9,-8,3,5,24,51,.

9: CC(C)NC(=O)N(C)C[C@@H]1Oc2c(NC(=O)C3CC3)cccc2C(=O)N([C@H](C)CO)C[C@@H]1C
10: O=C(CCS(=O)(=O)c1cc2c(cc1Cl)NC(=O)CO2)NCc1ccc(F)cc1
11: CCCCn1nc(C(=O)N(C)C2CCCCC2)c2ccccc2c1=O
12: CN(C(=O)COC(=O)c1cccc(S(=O)(=O)N2CCCCCC2)c1)c1ccccc1
13: Cc1nn(CCO)c(N)c1C1(O)C(=O)Nc2c(Cl)cc(Cl)cc21 (stereo not drawn)
14: Cc1sc2nc(CSc3n[nH]c(N)n3)[nH]c(=O)c2c1C
15: C[C@@H]1CCCCO[C@@H](CN(C)C(=O)c2ccccc2)[C@H](C)CN([C@@H](C)CO)C(=O)c2cc(NC(=O)Nc3ccc4c(c3)OCO4)ccc2O1
16: Cc1csc(SC(C)C(=O)Nc2ccc(Cl)cn2)n1 (stereo not drawn)
screen / no.,9,10,11,12,13,14,15,16
DENV2 CPE,5,6,7,-5,-2,0,8,.
INS-1E GSIS act,12,2,.,-22,7,6,-13,.
FN deposit inh,0,-2,0,7,8,-3,.,-3
CFTR F508del cor,0.3,-1.0,-1.7,2.1,-3.8,-0.3,1.3,.
miR122 inh,-12[16.7 µM],-2,-4,2,-6,6,-15[16.7 µM],-7
EWS-Fli block,-6,0,3,9,17,-2,6,.
PAX8 inh HTS,-1,-10,11,1,13,6,10,-2

17: Cc1ccc(C2/C(=C(\O)c3ccc4c(c3)OCCO4)C(=O)C(=O)N2Cc2cccnc2)cc1 (stereo not drawn)
18: CN(CC(=O)Nc1ccc(F)cc1)CC(=O)N1CCc2ccccc21
19: Cc1[nH]c(C)c(S(=O)(=O)NCc2ccco2)c1C(=O)N1CCCCC1
20: CS(=O)(=O)c1ccc(C(=O)Nc2ccccc2N2CCOCC2)c(Cl)c1
21: CC(Sc1nnc2c(n1)[nH]c1ccccc12)C(=O)N(C)C1CCCCC1 (stereo not drawn)
22: N#Cc1cccc(-c2ccc(C3[C@@H]4CN(S(=O)(=O)c5ccccc5)C[C@H]3N4)cc2)c1 (stereo partly drawn)
23: C[C@H](CO)N1C[C@H](C)[C@H](CN(C)Cc2ccncc2)Oc2ccc(N(C)C)cc2CC1=O
24: O=C(CSC1=NS(=O)(=O)c2ccccc2N1)NCCc1ccccc1
screen / no.,17,18,19,20,21,22,23,24
DENV2 CPE,4,?,3,0,3,-3&2,11,2
INS-1E GSIS act,28,1,12,0,-17,-7&-1,29,14
FN deposit inh,-13,-1,-4,-9,-10,-2&3,-6,-1
CFTR F508del cor,-0.5,2.9,-0.3,2.3,4.1,-1.1&1.3,-1.5,-0.7
miR122 inh,1,-3,15,.,1,.,19[16.7 µM],5
EWS-Fli block,3,0,.,1,10,-10&0,-5,-2
PAX8 inh HTS,-22,-1,-10,9,29,21&4,-6,.

25: COC(=O)C(C(=O)Nc1ccccc1C)C1CCCCCC1 (stereo not drawn)
26: CN(C)CC(=O)N[C@H]1CC[C@H](CC(=O)NCc2ccc(Cl)cc2)O[C@H]1CO
27: Cc1ccccc1CSc1ccc2nnc(-c3ccccn3)n2n1
28: CC(C(=O)NCc1ccc(Cl)cc1)n1cccc1C(=O)c1ccccc1 (stereo not drawn)
29: O=C(CCNS(=O)(=O)c1ccccc1F)N1CCN(C(c2ccccc2)c2ccccc2)CC1
30: Cc1ccc(-n2ccc(=O)c(C(=O)Nc3ccc(S(=O)(=O)Nc4onc(C)c4C)cc3)n2)cc1
31: CC1CC(C)CN(C(=O)c2ccc(N3CC4CC(C3)c3cccc(=O)n3C4)c([N+](=O)[O-])c2)C1 (stereo not drawn)
32: CCNc1nc(NCC)nc(N/N=C/c2ccc(OC)cc2)n1
screen / no.,25,26,27,28,29,30,31,32
DENV2 CPE,9,0,2,-4,2,-2,.,15
INS-1E GSIS act,7,-1,-8,-44,-13,-10,2,23
FN deposit inh,-2,.,10,-1,5,0,-9,0
CFTR F508del cor,-0.4,2.8,-3.7,-2.0,0.1,-1.7,.,1.2
miR122 inh,-3,.,0,3,2,5,.,0
EWS-Fli block,3,-1,15,2,3,-5,.,-4
PAX8 inh HTS,2,3,-1,0,42,-19,14,5

33: O=C(CSc1nc2ccc(Cl)cc2[nH]1)NCCc1ccc(Cl)cc1
34: Cc1csc(NC(=O)c2ccc[nH]c2=O)n1
35: CC(=O)Nc1ccc2nc(NC(=O)CCc3ccccc3)sc2c1
36: CCCCNc1cccc2c1S(=O)(=O)N[C@H](C)CO2
37: Cc1c(C(=O)Nc2ccc(F)cc2)nnn1-c1cccc(C(F)(F)F)c1
38: CCn1c(-c2csc3c2CCCC3)n[nH]c1=S
39: COc1ccc(OC)c(S(=O)(=O)N2CCC(C(=O)N3CCOCC3)CC2)c1
40: O=C(N/N=C/c1ccco1)c1cccc(S(=O)(=O)Nc2ccccc2Cl)c1
screen / no.,33,34,35,36,37,38,39,40
DENV2 CPE,2,1,.,-9,0,.,3,.
INS-1E GSIS act,-6,-4,-5,15,0,-7,-3,-2
FN deposit inh,6,-3,3,0,.,-6,1,4
CFTR F508del cor,.,3.1,0.9,-2.6,0.6,.,0.0,-0.3
miR122 inh,3,-2,0,.,-3,.,4,.
EWS-Fli block,-4,-78,0,-15,-17,.,-2,-9
PAX8 inh HTS,8,-67,-54,-30,-19,1,5,-11

Complete entries from above. Order of screens: DENV2 CPE, INS-1E GSIS act, FN deposit inh, CFTR F508del cor, miR122 inh, EWS-Fli block, PAX8 inh HTS
O=C(CSc1nc2ccc(Cl)cc2[nH]1)NCCc1ccc(Cl)cc1 as listed: 2, -6, 6, ., 3, -4, 8
Cc1c(C(=O)Nc2ccc(F)cc2)nnn1-c1cccc(C(F)(F)F)c1 as listed: 0, 0, ., 0.6, -3, -17, -19
CCn1c(-c2csc3c2CCCC3)n[nH]c1=S as listed: ., -7, -6, ., ., ., 1
COc1ccc(OC)c(S(=O)(=O)N2CCC(C(=O)N3CCOCC3)CC2)c1 as listed: 3, -3, 1, 0.0, 4, -2, 5
Cc1csc(NC(=O)c2ccc[nH]c2=O)n1 as listed: 1, -4, -3, 3.1, -2, -78, -67

Continuation:
41: Cc1noc(C)c1NC(=O)N(C)C[C@@H]1Oc2ccc(N(C)C)cc2CC(=O)N([C@@H](C)CO)C[C@@H]1C
42: C/C(=N\Nc1cccc(Cl)c1)C1(C)N(O)C(C)(C)C(c2ccco2)=[N+]1[O-] (stereo not drawn)
43: CC(C)(C)c1ccc(OCC(=O)N2CCCCCC2)c(Br)c1
44: O=C(C[C@H]1C[C@@H]2c3cc(NS(=O)(=O)c4ccc(F)cc4)ccc3O[C@@H]2[C@@H](CO)O1)NCc1ccc(Cl)cc1
45: CCCCC1=CC2=C(c3ccco3)C(=O)C(C)(OC(=O)c3ccc(OC)cc3)C(=O)C2=CN1C1CC1 (stereo not drawn)
46: Cc1ccc(NS(=O)(=O)c2ccc(C)c(C(=O)N3CCOCC3)c2)cc1
47: CCCn1nnnc1NCc1cccc(OC)c1OC
48: Cc1ccc(S(=O)(=O)Nc2ccccc2F)cc1C(=O)NNC(=O)c1ccccc1O
screen / no.,41,42,43,44,45,46,47,48
DENV2 CPE,-3,-5,-2,10,53*,18,3,13
INS-1E GSIS act,-4,-35,-10,-36,9,-3,15,10
FN deposit inh,-8,3,2,-20,-5,0,1,8
CFTR F508del cor,-3.2,-0.8,-1.9,-0.3,1.9,-0.2,-0.5,-1.0
miR122 inh,0[16.7 µM],.,.,7[16.7 µM],-3,8,.,6
EWS-Fli block,-20,-1,-15,-11,-7,2,9,-30
PAX8 inh HTS,-7,19,-32,31,5,.,-18,53

49: O=C1CNC[C@@H]2[C@H](c3ccc(C#CC4CCCCC4)cc3)[C@@H](CO)N12
50: O=C(Nc1ccc(NC(=O)c2ccccc2Cl)nc1)c1ccco1
51: COc1ccc(NC(=O)N(C)C[C@H]2Oc3ccc(NS(=O)(=O)c4ccc(OC)cc4)cc3C(=O)N([C@H](C)CO)C[C@@H]2C)cc1
52: CCOC(=O)/C(=N\Nc1cc(Cl)ccc1Cl)N1CCN(CC)CC1
53: COc1ccc(S(=O)(=O)N(C)C[C@@H]2OCCCC[C@@H](C)Oc3ccc(NC(=O)CCCN(C)C)cc3C(=O)N([C@@H](C)CO)C[C@H]2C)cc1
54: COc1ccc(NC(=O)c2nc[nH]c2C(=O)N2CCC(C)CC2)cc1
55: CCN(CC(=O)Nc1c(F)cccc1F)C(=O)C1CCCN(C(=O)c2ccc(Cl)cc2)C1 (stereo not drawn)
56: COC(=O)[C@]12CCCCC=C1N(Cc1ccccc1)C(=O)[C@H](CC(=O)NCCC(C)C)C2
57: COc1ccc([N+](=O)[O-])cc1NC(=O)CC1SC(=Nc2cccc(C)c2C)N(/N=C/c2cccc(OC)c2OC)C1=O (stereo not drawn)
screen / no.,49,50,51,52,53,54,55,56,57
DENV2 CPE,7,-1,3&-1,.,6,-1,?,7,-5
INS-1E GSIS act,-2,-7,4&-9,-13,11,0,4,-2,12&8
FN deposit inh,3,3,6,12,.,4,10,.,-3&5
CFTR F508del cor,-1.8,2.0,0.3&-1.1,.,-2.1,-2.8,1.1,0.5,3.9&-0.1
miR122 inh,.,-1,-7,.,-5[16.7 µM],-1,-4,.,-1
EWS-Fli block,-6,-54,-2&5,.,-10,-2,9,-6,9&2
PAX8 inh HTS,.,-93,-13&14,24,-15,-10,-7,-29,18&0
